Source: PubChem (Broad Institute)
CAL PDZ FP-1: inhibitors of human CAL PDZ peptide binding. purified CAL PDZ, TMR-peptide fluorescence polarization, 1 h. Q9HD26. AID 504414. inhibition, % at 20 µM. 330,000 tested, 0.02% active;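 active = highest replicate inhibition of at least 40%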;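 also: plate controls were DMSO neutral control wells for no effect and unlabeled competitor peptide control wells for full effect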
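Material – purified CerCALP PDZ construct · Detection – FP readout, S and P plane fluorescence · Measure – percent inhibition from loss of millipolarization · Controls – unlabelled peptide for full inhibition, DMSO wells as neutral · Probe or stimulus – TMR-labelled reporter peptide T*-PRC34 bound in PDZ groove · Times – 1 h at RT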
MITF TRPM1 HTS: MITF TRPM1 promoter activation in melanoma cells | AID 588334 | SK-MEL-5 TRPM1-promoter luciferase, 24 h; % of positive control, neutral wells = 0 | activation, % at 12.5 µM | 300,000 tested, 0.75% active;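 active = mean activation of at least 80% with every replicate also reaching 80%; inconclusive = mean reaches 80% but some replicate falls short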;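 also: 0% = neutral control wells and 100% = parthenolide positive control wells; values of inactives mirror those of a sister screen read the other way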
PvdQ acylase: blocks Pseudomonas aeruginosa PvdQ acylase activity; purified PvdQ acylase, fluorescence plate reader; inhibition, % at 10 µM; 340,000 tested, 0.063% active; in the data active = inhibition above about 30%, passing the limit was not always enough; inconclusive = no clear call, values can overlap the other calls;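 also: 0% = vehicle neutral wells and 100% = reference inhibitor wells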
dFosB activator: mouse delta FosB homodimer activation; activation, % at 25 µM; purified delta FosB, TAMRA-CDK5 oligo fluorescence polarization; percent of positive-control signal above neutral wells; 340,000 tested, 0.99% active;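 active = mean activation above about 17%, with every replicate also reaching it, limit read from the data, passing the limit was not always enough; inconclusive = only one of the two conditions met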;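 also: fluorescence polarization rise as delta FosB binds a TAMRA Cdk5 AP-1 oligo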
NSD2 HMT inh: inhibitors of human histone methyltransferase NSD2 | NSD2 peptide methylation, AlphaScreen, 120 min | AID 743445 | O96028 | inhibition, % at 12.5 µM | 310,000 tested, 0.54% active; in the data active = inhibition above about 50%
Target sequence (O96028 whole entry, looked up): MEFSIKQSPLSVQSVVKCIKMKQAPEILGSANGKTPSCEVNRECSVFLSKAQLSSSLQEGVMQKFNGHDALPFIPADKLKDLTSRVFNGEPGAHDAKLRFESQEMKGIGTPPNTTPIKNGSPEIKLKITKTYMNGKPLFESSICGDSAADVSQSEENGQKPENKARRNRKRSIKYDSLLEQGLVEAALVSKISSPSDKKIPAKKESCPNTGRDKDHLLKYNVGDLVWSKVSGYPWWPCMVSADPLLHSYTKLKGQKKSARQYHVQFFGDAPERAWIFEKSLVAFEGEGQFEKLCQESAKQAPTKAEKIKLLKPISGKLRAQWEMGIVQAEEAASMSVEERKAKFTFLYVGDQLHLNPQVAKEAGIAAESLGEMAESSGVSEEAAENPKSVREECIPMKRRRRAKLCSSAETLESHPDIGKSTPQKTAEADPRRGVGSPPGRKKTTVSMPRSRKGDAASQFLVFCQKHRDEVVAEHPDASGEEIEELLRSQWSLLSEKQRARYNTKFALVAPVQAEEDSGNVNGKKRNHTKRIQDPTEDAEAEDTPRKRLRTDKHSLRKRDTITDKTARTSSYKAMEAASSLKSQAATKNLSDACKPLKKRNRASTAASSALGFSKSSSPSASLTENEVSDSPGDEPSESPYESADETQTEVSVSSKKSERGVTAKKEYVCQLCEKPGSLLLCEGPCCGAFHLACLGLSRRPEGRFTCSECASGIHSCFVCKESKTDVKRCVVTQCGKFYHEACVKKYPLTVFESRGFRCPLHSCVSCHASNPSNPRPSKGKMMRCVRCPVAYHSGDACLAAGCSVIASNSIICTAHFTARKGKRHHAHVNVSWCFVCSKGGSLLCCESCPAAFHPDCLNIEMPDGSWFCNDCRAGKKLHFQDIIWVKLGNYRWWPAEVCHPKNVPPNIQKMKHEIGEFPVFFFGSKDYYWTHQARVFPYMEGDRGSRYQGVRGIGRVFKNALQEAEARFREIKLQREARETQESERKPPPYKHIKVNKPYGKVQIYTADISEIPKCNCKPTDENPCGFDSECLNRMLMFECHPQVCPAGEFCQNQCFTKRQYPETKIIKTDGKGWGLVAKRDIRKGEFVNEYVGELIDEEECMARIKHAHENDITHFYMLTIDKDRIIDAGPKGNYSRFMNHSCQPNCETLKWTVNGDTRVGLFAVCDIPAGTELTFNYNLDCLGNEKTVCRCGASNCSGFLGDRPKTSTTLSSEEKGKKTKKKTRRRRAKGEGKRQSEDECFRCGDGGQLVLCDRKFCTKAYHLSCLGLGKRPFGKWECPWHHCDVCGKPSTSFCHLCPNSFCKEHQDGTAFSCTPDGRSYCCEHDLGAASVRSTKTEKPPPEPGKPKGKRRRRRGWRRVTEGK
SR-BI DiI inh: mouse SR-BI HDL lipid transfer inhibition | Q61009 | ldlA[mSR-BI] CHO cells, DiI-HDL uptake fluorescence, 3 h | inhibition, % at 12.5 µM | 320,000 tested, 0.96% active | AID 488896;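 active = mean replicate inhibition of at least 70% and a set share of replicates each scoring 70 or more; inconclusive = meets just one of the two criteria; inactive = fails both criteria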;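 also: 0% = median of neutral control wells and 100% = median of positive control wells; values of inactives mirror those of a sister screen read the other way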
PfHsp90 yeast 2: growth inhibition of yeast expressing Plasmodium Hsp90; S. cerevisiae expressing PfHsp90, BacTiter-Glo ATP, 48 h; yeast lacking PDR1 and PDR3 efflux regulators; inhibition, % at 9.4 µM; 310,000 tested, 0.32% active; AID 504621;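 active = every replicate shows inhibition above about 80%, whatever the replicate mean, limit read from the data; inconclusive = mean inhibition reaches the set limit but some replicate falls short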;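 also: 0% = DMSO neutral controls and 100% = 20 µM radicicol positive controls; yeast relying on Plasmodium falciparum Hsp90 in place of its own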
CAL PDZ FP-2: CAL PDZ (human) peptide binding inhibition; 300,000 tested, 0.92% active; inhibition, % at 24.9 µM; purified CAL PDZ, TMR-peptide fluorescence polarization, 1 h; AID 602252; Q9HD26;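 active = mean inhibition of at least 30% with at least half of replicates also reaching 30%; inconclusive = no clear call, values can overlap the other calls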;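 also: 0% = DMSO neutral control and 100% = excess unlabeled competitor peptide PRC23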
Rtt109 HAT inh: blocks Candida albicans Rtt109/Vps75 acetyltransferase activity; Q5AAJ8; purified Rtt109/Vps75, ThioGlo CoA-SH fluorescence, 4 h; inhibition, % at 34.9 µM; 330,000 tested, 0.16% active; AID 540336;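 active = inhibition of at least 50% in every replicate; inconclusive = best replicate reaches 50% inhibition but some replicates fall short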
SR-BI DiI-HDL act: activators of SR-BI mediated HDL lipid uptake; CHO ldlA[mSR-BI] cells, DiI-HDL uptake fluorescence, 3 h; 100 = double the neutral-control signal; activation, % at 12.5 µM; 320,000 tested, 0.096% active;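 active = mean replicate activation of at least 60% and every replicate at or above 60%; inconclusive = mean or all-replicate condition met, but not both; inactive = mean below 60% and not all replicates reaching 60%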;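 also: 0% = median plate neutral-control signal and 100% = twice that signal; values of inactives mirror those of a sister screen read the other way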
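system = CHO ldlA[mSR-BI] cells, LDL receptor-null, SR-BI overexpressing | medium = Ham's F12 with 0.5% BSA, HEPES 25 mM, pH 7.4 | probe or stimulus = DiI-HDL 10 µg/mL | compound dosing = single-point compound dose | incubation = compound exposure 3 h, 37 °C | technique = DiI fluorescence, bottom read | read-out = cell-associated DiI fluorescence as measure of HDL uptake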
The depositor's hits bear a star; ? = inconclusive; . = not tested or not shown.

Screens in order: CAL PDZ FP-1, MITF TRPM1 HTS, PvdQ acylase, dFosB activator, NSD2 HMT inh, SR-BI DiI inh, PfHsp90 yeast 2, CAL PDZ FP-2, Rtt109 HAT inh, SR-BI DiI-HDL act
- COc1ccc2nc(N(CCN(C)C)C(=O)c3ccc4ccccc4c3)sc2c1
 : -0.2, 5, -4, 4, 4, ., 24, 6, 9, .
- CCC(=O)Nc1ccc2c(c1)nc1n2CCN(CCOC)C1
 : -1.6, ., -5, 1, -3, -12, 15, -3, -7, 12
- Cc1cc(N2CCN(C)CC2)nc2ccc(NC(=S)NCc3cccs3)cc12
 : 0.3, 6, -13, 8, ., 24, 9, -5, -9, -24
- Nc1c(Cl)nc(-c2ccccc2)nc1Cl
 : -3.3, 10, -2, 3, -4, -12, 17, 4, -7, 12
- CC(=O)N1CCN(C(=O)c2cc(C)oc2C)CC1
 : 0.4, -3, -9, -7, 5, -31, -7, 0, 0, 31
- CC(=O)c1c(C)[nH]c(C(=O)Nc2cc(C)ccc2C)c1C
 : -0.4, 4, 9, -4, ., 17, -5, 2, -12, -17
- CC1CCCN(c2ccc(C(=O)OCn3nnc4ccccc4c3=O)cc2[N+](=O)[O-])C1 (configuration not stated)
 : -1.1, -10, 0, -2, 5, 19, 10, -3, -3, -19
- CCOc1ccc(C2=CSC3=NCCN23)cc1[N+](=O)[O-]
 : 0.5, -14, -76, -6, 3, 5, -13, 1, 5, -5
- CC(OC(=O)C1=Cc2ccccc2OC1)C(=O)NCC1CCCO1 (configuration not stated)
 : -7.0, 1, -6, -15, ., -8, 4, ., 3, 8
- C=CCn1c(CNC(=O)c2ccco2)nnc1SCC(=O)N1c2ccccc2Sc2ccccc21
 : -2.4, -13, -12, -11, 2, 44, -30, -3, 6, -44
- CCOC(=O)c1cc(S(=O)(=O)Nc2ccc(F)cc2F)cn1C
 : -1.5, -6, -6, 2, -5, -43, 8, -5, -16, 43
- Cc1nc(CS(=O)c2ccccc2)cc(N2CCOCC2)n1 (configuration not stated)
 : -0.8, 0, -2, 1, -1, -16, ., -1, -1, 16
- CCc1ccccc1NC(=S)N(Cc1ccc(OC)cc1)CC1CCC(C(=O)O)CC1 (configuration not stated)
 : 0.2, 3, 8, -11, -2, -4, 15, ., 10, 4
- COc1ccc(NC(=O)/C=C/c2ccc(C)o2)cc1S(=O)(=O)N1CCOCC1
 : -1.3, -4, -4, -6, 4, 36, 0, -6, 13, -36
- Cc1ccc(CCNC(=O)CS(=O)Cc2nc(-c3cccc(C)c3)oc2C)cc1 (configuration not stated)
 : -0.7, -9, -6, -9, ., 19, -23, ., -10, -19
- Cc1ccc2nc(N3CCN(CCO)CC3)nc(-c3ccccc3)c2c1
 : -1.3, 4, -8, -4, -5, ., 27, ., -6, .
- Cc1ccc(N/C=C(/C#N)c2ccsc2)cc1
 : 0.1, 38, 0, 4, 1, 58, -20, -7, 0, -58
- Cc1ccc(-n2[nH]c(C)c(/C=N/Nc3ccc([N+](=O)[O-])cc3[N+](=O)[O-])c2=O)cc1C
 : -1.5, -13, 14, -4, 62*, 6, 19, -3, 2, -6
- CCCN(Cc1cc2ccccc2[nH]c1=O)C(=O)c1cccc([N+](=O)[O-])c1
 : -2.3, 3, 4, -5, 3, ., 16, 1, 33, .
- CCCC/C(C)=N/NC(=O)Nc1ccccc1
 : -1.9, 10, -10, -5, 0, -10, -6, -4, 9, 10
- Cn1cnnc1SCC(=O)Nc1sc2c(c1C#N)CCCCC2
 : -1.2, 13, -10, -12, 13, 40, -16, -2, -1, -40
- Cc1ccc(CSCC(Nc2ccc(C(=O)O)cc2[N+](=O)[O-])C(=O)O)cc1 (configuration not stated)
 : -0.9, -3, -5, -3, 2, -12, ., -3, 1, 12
- O=C(NN1CCOCC1)c1cccc2ccccc12
 : -0.1, -9, -15, 3, 9, 6, 13, ., 3, -6
- Cn1c(C(=O)N2CCC(C(N)=O)CC2)cc2c(=O)n(C)c3ccccc3c21
 : -0.1, 5, -17, -3, ., -21, -23, ., -6, 21
- CC1CN(C(=O)c2cccc(COc3ccccc3Cl)c2)CC(C)O1 (configuration not stated)
 : -1.6, 46, -12, -4, -2, -7, 8, 2, 2, 7
- CCOc1ccc(/C=N/Nc2ccccc2)cc1
 : -1.5, -6, -9, -9, 2, 4, 12, 4, 6, -4
- Cc1cc(Cl)ccc1NC(=O)CCN1C(=O)NC(C)(C)C1=O
 : 0.9, 4, -16, 6, 5, 9, -15, 0, 1, -9
- O=C(Nc1nc(-c2ccccc2)cs1)c1ccccc1NS(=O)(=O)c1ccc(F)cc1
 : -0.7, -69, -10, -2, 33, 50, 103*, -6, 10, -50
- CC1CCc2c(sc3nc(CSc4n[nH]c(N)n4)[nH]c(=O)c23)C1 (configuration not stated)
 : -2.1, 49, -1, -6, 19, -9, 5, -1, -16, 9
- CCCn1c(SCC(=O)NC23CC4CC(CC(C4)C2)C3)n[nH]c1=O
 : -1.4, -6, -3, 6, 0, -10, ., 0, -6, 10
- C=CCN1C(=O)CS/C1=N\N=C\c1cccc([N+](=O)[O-])c1
 : -0.3, 8, -11, 1, 0, 6, -12, -2, -2, -6
- Cc1cccc(/C=C2/C(=O)/C(=C/c3ccccc3C)C3CCC2N3C)c1 (configuration not stated)
 : -1.1, -16, 11, 1, 6, 13, ., -1, 7, -13
- CCOC(=O)c1sc2nccc(N(C)C)c2c1N=CNOCc1ccccc1
 : 0.3, 5, 5, -4, -7, 37, -16, -3, 6, -37
- CCCCNc1c(-c2ccc(SC(C)CC)cc2)nc2ccccn12 (configuration not stated)
 : 0.6, ?, -8, -1, -3, 68, 41, 2, -59, -68
- COc1ccccc1C(=O)NC(=S)Nc1ccc(NC(=O)c2cccs2)cc1
 : -3.2, 8, -4, 2, 0, 38, 3, -3, -5, -38
- O=[N+]([O-])c1ccccc1/C=C/CN1CCCCC1
 : ., -4, -11, -8, 1, -23, ., -7, -7, 23
- O=C(CSc1nccc(-c2ccc(Br)cc2)n1)NCCc1ccccc1
 : -3.6, -11, -6, -19, -2, 4, 10, 0, -1, -4
- O=C(O)c1cccc(CN2C(=O)SC(Nc3ccccc3)C2=O)c1 (configuration not stated)
 : -3.1, -4, -11, -1, -2, -16, 10, 2, 3, 16
- Cc1sc2nc(SCc3ccccc3)n(Cc3ccco3)c(=O)c2c1C
 : -1.4, -3, 5, -13, -1, 14, 12, ., -6, -14
- COc1ccc(C2=C(C)CC(C)(C)NC2=O)cc1OC
 : -0.3, -10, 3, 4, 1, -8, -1, -1, 5, 8
- Cc1c(C=O)c(=O)n(-c2ccccc2)n1C
 : -1.3, 7, -9, 6, -1, -20, -3, 2, 1, 20
- CCCCN(CCCC)c1cc(C)nc(-c2ccccc2O)n1
 : -1.5, 0, -17, -8, -26, 51, -6, -1, -11, .
- Fc1ccccc1CNC(=S)Nc1cccc(C(F)(F)F)c1
 : 0.2, -1, -1, -5, -3, -10, -60, -5, 0, 10
- CN(C)/C(=N\S(=O)(=O)c1ccc(Cl)cc1)c1ccc(F)cc1
 : -0.2, 9, -14, 3, -1, -16, -7, -5, -1, 16
- COc1cccc(C2CC(c3cccs3)=NN2S(C)(=O)=O)c1OC (configuration not stated)
 : -1.4, -5, 12, -5, 10, -5, -2, -1, -2, 5
- O=C(Nc1ccc(Br)cc1)Nc1cnccn1
 : -2.4, 32, -6, -3, -4, -37, 2, -7, 9, 37
- CN(C)C(=O)c1cc(C(=O)c2ccccc2Br)c[nH]1
 : 0.6, 29, 30, 0, ., 13, -2, -4, -4, -13

Exported bar-delimited: 8 of the compounds above
compound | CAL PDZ FP-1 | MITF TRPM1 HTS | PvdQ acylase | dFosB activator | NSD2 HMT inh | SR-BI DiI inh | PfHsp90 yeast 2 | CAL PDZ FP-2 | Rtt109 HAT inh | SR-BI DiI-HDL act
COc1ccc(C2=C(C)CC(C)(C)NC2=O)cc1OC | -0.3 | -10 | 3 | 4 | 1 | -8 | -1 | -1 | 5 | 8
Cc1c(C=O)c(=O)n(-c2ccccc2)n1C | -1.3 | 7 | -9 | 6 | -1 | -20 | -3 | 2 | 1 | 20
CCCCN(CCCC)c1cc(C)nc(-c2ccccc2O)n1 | -1.5 | 0 | -17 | -8 | -26 | 51 | -6 | -1 | -11 | .
Fc1ccccc1CNC(=S)Nc1cccc(C(F)(F)F)c1 | 0.2 | -1 | -1 | -5 | -3 | -10 | -60 | -5 | 0 | 10
CN(C)/C(=N\S(=O)(=O)c1ccc(Cl)cc1)c1ccc(F)cc1 | -0.2 | 9 | -14 | 3 | -1 | -16 | -7 | -5 | -1 | 16
COc1cccc(C2CC(c3cccs3)=NN2S(C)(=O)=O)c1OC (configuration not stated) | -1.4 | -5 | 12 | -5 | 10 | -5 | -2 | -1 | -2 | 5
O=C(Nc1ccc(Br)cc1)Nc1cnccn1 | -2.4 | 32 | -6 | -3 | -4 | -37 | 2 | -7 | 9 | 37
CN(C)C(=O)c1cc(C(=O)c2ccccc2Br)c[nH]1 | 0.6 | 29 | 30 | 0 | . | 13 | -2 | -4 | -4 | -13
